Tb PGK inh – inhibitors of T. brucei phosphoglycerate kinase | P07378 | PGK/GAPDH coupled, Kinase-Glo luminescence, 60 min | Potency, µM (titrated, usually from 57.5 µM), inactives show at the top dose activity change, negative = inhibition, actives largely listed as inhibitors | actives 0.043% (n = 380,000) | AID 602233; note: potency is the fitted concentration of half-maximal effect; % is set by controls: 0 for no effect and ±100 for the full control effect; nearly all actives have a fitted effect of over 60% in size
Target sequence (P07378 whole entry, looked up): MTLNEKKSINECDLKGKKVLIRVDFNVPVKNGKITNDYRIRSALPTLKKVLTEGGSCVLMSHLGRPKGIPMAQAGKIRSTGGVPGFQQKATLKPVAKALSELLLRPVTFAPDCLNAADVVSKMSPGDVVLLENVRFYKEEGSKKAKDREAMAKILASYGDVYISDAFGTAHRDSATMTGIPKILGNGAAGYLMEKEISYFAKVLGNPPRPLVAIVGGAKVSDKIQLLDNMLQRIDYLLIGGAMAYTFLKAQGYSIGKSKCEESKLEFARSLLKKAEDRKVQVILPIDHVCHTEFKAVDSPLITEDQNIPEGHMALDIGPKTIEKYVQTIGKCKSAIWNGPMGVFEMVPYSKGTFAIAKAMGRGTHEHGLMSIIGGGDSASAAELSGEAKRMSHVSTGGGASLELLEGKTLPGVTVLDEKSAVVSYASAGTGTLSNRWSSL
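Luminescent ATP detection (Kinase-Glo Plus) follows a 60-minute room-temperature incubation, with wells lacking PGK as controls. Buffer: 100 mM TEA (pH 7.6), 5 mM MgCl2, 0.01% Tween-20. Coupling enzyme GAPDH (100 nM final) supplies unstable 1,3-BPG in-well.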
G9a block – inhibitors of human histone lysine methyltransferase G9a. G9a H3K9 monomethylation, AlphaScreen, 2 h. Potency, µM (highest dose often 102 µM), inactives show at the top dose activity, negative = inhibition, actives largely listed as inhibitors. actives 8.8% (n = 350,000). AID 504332; note: potency is the fitted concentration of half-maximal effect; % is set by controls: 0 for no effect and ±100 for the full control effect; nearly all actives have a fitted effect of over 75% in size
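Compounds were preincubated with 20 nM G9a for 15 min, after which biotinylated H3K9 peptide (500 nM) and SAM (20 uM) started a 2 h room-temperature reaction. Monomethylated product was quantified by antibody-based AlphaScreen chemiluminescence.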
PI4K2A inh – inhibitors of human PI4K2A; AID 1346378; activity change, negative = inhibition, % at 76.9 µM; actives 0.13% (n = 420,000); purified PI4K2A, ADP-Glo luminescence, 1 h; active compounds read low; Q9BTU6; in the data active = activity change below about -50%; inconclusive = mostly about -30% to -49%;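 note: -100% = wells without enzyme as full effect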
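PI4K2A activity was measured by ADP-Glo luminescence: enzyme (4 ug/mL stock) and phosphatidylinositol (1.2 mM stock) in Tris pH 7.5/MgCl2/EGTA/Triton X-100 buffer were reacted with ATP (300 microM stock) for one hour at ambient temperature.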
Pin1 inh – inhibitors of human Pin1. AID 504891. Pin1 FP peptide displacement, HiFluor488, 10 min. Potency, µM (doses to about 115 µM), inactives show at the top dose activity, negative = inhibition, most hits filed as inhibitors. Q13526. actives 0.009% (n = 390,000); active = well fitted inhibition curve with a large enough effect in the polarisation, with a control signal flat, not every such curve was filed as active; inconclusive = small, poorly fitted or top-dose-only effect, or effect the other way, or a change in a side signal; inactive = no such curve, though single readings can be large or run the other way; the % refers to the polarisation; note: potency is the fitted concentration of half-maximal effect; % is set by controls: 0 for no effect and ±100 for the full control effect
Pol eta inh – blocks human DNA polymerase eta activity | actives 1.2% (n = 390,000) | recombinant Pol eta, fluorescent DNA replication assay | Potency, µM (highest dose often 114 µM), for inactives: at the top dose activity change, negative = inhibition, usual class: inhibitors; note: potency is the fitted concentration of half-maximal effect; % is set by controls: 0 for no effect and ±100 for the full control effect
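Pol eta at 10 nM preincubated with compounds 15 min at room temperature; reaction started with fluorescent substrate (50 nM final) and read kinetically at 0 and 10 min.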
HP1b chromo inh – blocks HP1-beta chromodomain binding to methylated histone tails; Potency, µM (series often up to 114 µM), for inactives: at the top dose activity change, negative = inhibition, actives largely listed as inhibitors; actives 0.56% (n = 390,000); AlphaScreen HP1-beta / biotin-H3K9me3 peptide binding; note: potency is the fitted concentration of half-maximal effect; nearly all actives have a fitted effect of over 70% in size; inactives centre near 23
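Compound inhibition of the preformed complex between 50 nM HP1-beta and 50 nM biotinylated H3K9me3 peptide was read by AlphaScreen. Buffer was PBS pH 7.4 with 0.01% Tween-20. Incubations ran 30 min at room temperature, with 10 ug/mL donor/acceptor beads.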
GLS inh – glutaminase GLS (human) inhibition | AID 624170 | Potency, µM (top dose mostly 45.5 µM), without a hit: top-dose activity change, negative = inhibition, usual class: inhibitors | actives 0.21% (n = 410,000) | GLS enzymatic activity, qHTS titration | O94925; note: potency is the fitted concentration of half-maximal effect; % is set by controls: 0 for no effect and ±100 for the full control effect
Target sequence (O94925 whole entry, looked up): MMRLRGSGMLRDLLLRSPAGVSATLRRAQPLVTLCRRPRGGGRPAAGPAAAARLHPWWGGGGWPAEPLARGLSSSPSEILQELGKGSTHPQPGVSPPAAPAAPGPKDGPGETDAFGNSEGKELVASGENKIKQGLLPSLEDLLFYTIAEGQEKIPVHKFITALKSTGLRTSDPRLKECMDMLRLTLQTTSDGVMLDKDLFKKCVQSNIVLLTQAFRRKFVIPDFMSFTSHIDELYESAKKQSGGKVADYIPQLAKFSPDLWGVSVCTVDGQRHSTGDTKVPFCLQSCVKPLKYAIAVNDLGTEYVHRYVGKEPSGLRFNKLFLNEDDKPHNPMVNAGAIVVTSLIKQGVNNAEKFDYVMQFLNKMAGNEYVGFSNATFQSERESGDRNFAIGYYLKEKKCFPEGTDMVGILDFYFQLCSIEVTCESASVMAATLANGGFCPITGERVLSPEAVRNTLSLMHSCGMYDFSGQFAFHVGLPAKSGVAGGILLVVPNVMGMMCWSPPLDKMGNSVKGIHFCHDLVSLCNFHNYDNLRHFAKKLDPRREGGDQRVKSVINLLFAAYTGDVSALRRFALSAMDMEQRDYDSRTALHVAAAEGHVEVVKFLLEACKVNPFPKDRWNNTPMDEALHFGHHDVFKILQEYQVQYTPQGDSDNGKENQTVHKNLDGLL
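Glutamate formation by hKGA was monitored fluorometrically using coupled glutamate oxidase, HRP and Amplex Red. Substrate was added as 1 mM L-glutamine solution; incubation was 30 min at RT after an initial read.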
JMJD2A Tudor – blocks the human JMJD2A Tudor domain; O75164; AlphaScreen JMJD2A-Tudor / H3K4me3 peptide binding; Potency, µM (top dose mostly 114 µM), without a hit: at the top dose activity change, negative = inhibition, actives largely listed as inhibitors; actives 4.4% (n = 390,000); AID 504339; note: potency is the fitted concentration of half-maximal effect; % is set by controls: 0 for no effect and ±100 for the full control effect; nearly all actives have a fitted effect of over 50% in size
BAZ2B inh – inhibitors of human BAZ2B bromodomain. Q9UIF8. AlphaScreen BAZ2B-H3K14Ac peptide displacement. Potency, µM (doses to about 114 µM), without a hit: at the highest dose activity change, negative = inhibition, most hits filed as inhibitors. actives 4.4% (n = 360,000). AID 504333; note: potency is the fitted concentration of half-maximal effect; % is set by controls: 0 for no effect and ±100 for the full control effect; nearly all actives have a fitted effect of over 60% in size
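BAZ2B (50 nM) with biotin-H3(5-23)K14Ac peptide (50 nM) in PBS pH 7.4, 0.01% Tween-20, preformed 30 min, then compound 30 min at room temperature; top concentration 110uM. AlphaScreen streptavidin donor/nickel chelate acceptor beads (10 ug/mL final), 20 min dark, signal read.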
* marks the source's active call; other numbers are inactive results; i = inactive; ? = inconclusive; . = not tested or not shown; [ ] = remark or other dose. Unless noted, calls come from the whole dose curve; as a rule, active = well fitted curve in the direction sought with a large enough effect; inconclusive = small, poorly fitted or top-dose-only effect, or another doubt; inactive = no such curve, though single readings can be large; an effect the other way counts as inactive or inconclusive. A portion of the library; rates above refer to the full screens.

entry	Tb PGK inh	G9a block	PI4K2A inh	Pin1 inh	Pol eta inh	HP1b chromo inh	GLS inh	JMJD2A Tudor	BAZ2B inh	Compound
1	-5%	16%[59 µM]	-1	4%	-4%	29%	0%	-15%	2%	Cc1ccc(NC(=O)C(C)OC(=O)CCNS(=O)(=O)c2ccc(C)cc2)cc1 (stereo not given)
2	6%[11.5 µM]	-9%[59 µM]	2	-14%	-14%	21%	-9%	-8%	14%	CCNc1nc(NC(C)C)nc(OCCOC(=O)Nc2ccccc2)n1
3	-5%	15%[59 µM]	-2	-7%	-20%	21%[57 µM]	5%	-12%	2%	CC(=O)N1CCCc2cc(S(=O)(=O)N3CCC(C(=O)NCc4ccc(C)cc4)CC3)ccc21
4	i	.	4	0%	10%	22%	-2%	-20%	.	Cn1cnc([N+](=O)[O-])c1Sc1nc(N)nc2c1ncn2C1OC(CO)C(O)C1O (stereo not given)
5	.	10%[59 µM]	-1	1%	-6%	38%[activator]	4%	-4%	-19%	N#CNC(=Nc1cccc(F)c1)SCc1ccccc1F
6	i	2%[59 µM]	1	6%	-13%	6%	2%	-10%	-30%	COc1cccc2c1OC1(C)CC2NC(=O)N1c1cccc(C(=O)N2CCN(c3ccccc3)CC2)c1 (stereo not given)
7	3%	22%	2	1%	-9%	15%	2%	-2%	0%	Cc1ccc(NC(=O)c2ccccc2NC(=O)c2cccs2)cc1
8	i	-5%	1	-2%	1%	3%	-3%	-10%	-3%	Cc1ccc2c(C(=O)CN3CCN(C(=O)c4ccco4)CC3)c(C)[nH]c2c1
9	-2%	8.9µM*	-6	0%	-4%	23%	.	6%	.	COC(=O)/C=C/S(=O)(=O)c1ccc(NC(C)=O)cc1
10	6%	.	-2	0%	-13%	31%	1%	8%	4%	COc1cccc(S(=O)(=O)NCC(=O)N2CCCCCC2)c1
11	i	?	-4	-2%	-15%	63%[activator]	-7%	-3%	-22%	NC(=O)COc1ccc(=O)n(-c2ccccc2)n1
12	-7%	171%[activator]	-3	1%	-12%	132%[activator]	-1%	64%[activator]	47%[activator]	CCOc1ccccc1NC(=O)CCCc1ccc(OC)c(C)c1
13	-5%	?	5	-11%	14%	47%[activator]	-14%	-8%	-5%	C/C(Nc1ccc(F)cc1)=C(/C#N)C(N)=O
14	-6%	-43%	3	7%	?	?	19%	?	?	Cc1cc(C(=O)CCl)c(C)n1Cc1ccco1
15	8%	45µM*	-1	3%	-7%	17%	4%	-8%	8%	CC1CCCCN1C(=O)COC(=O)c1cc([N+](=O)[O-])ccc1N1CCOCC1 (stereo not given)
16	-21%	-6%	2	-4%	-17%	53%[activator]	49%[activator]	-4%	3%	CCOC(=O)C1CCCN(C(=S)Nc2ccc(OC)cc2)C1 (stereo not given)
17	12%	-119%[12.7 µM]	0	1%	-14%	11µM*	3%	?	79µM*	CCn1c(N)c(C(=O)NCC2CCCO2)sc1=S (stereo not given)
18	-2%	-6%	-3	-8%	-19%	38%	1%	-11%	-6%	COc1ccc(CNS(=O)(=O)c2c(C)[nH]c(C)c2C(=O)N2CCCCC2)cc1
19	-3%	-14%	-9	0%	-3%	-8%	1%	-11%	-4%	CC(Sc1nnc(CNC(=O)c2ccccc2F)n1C)C(=O)Nc1nccs1 (stereo not given)
20	-1%	4%	0	0%	-19%	45%[activator]	2%	1%	-10%	O=C(NCc1ccccc1Cl)C1CCC(CNc2c(N3CCOCC3)c(=O)c2=O)CC1 (stereo not given)
21	-10%	-11%[12.7 µM]	-4	-3%	-11%	23%	4%	-17%	3%	CC1(C)CC2CC(C)(CN2S(=O)(=O)c2cccc(C(N)=O)c2)C1 (stereo not given)
22	-5%	-13%[59 µM]	1	4%	-9%	3%	0%	?	-22%	Cc1ccccc1-c1nc(CN2CCC(C(=O)NCc3cccnc3)CC2)c(C)o1
23	i	-30%	1	-11%	-13%	2%	8.9µM*	?	-20%	COc1cc(C2/C(=C(/O)c3ccccc3)C(=O)C(=O)N2c2ccccn2)ccc1O (stereo not given)
24	-5%	8%	-17	-3%	-13%	52%[activator]	-6%	-10%	-9%	Nc1ccccc1NC(=O)NC(=O)c1ccccc1
25	-16%	8%	1	-5%	-7%	11%	5%	-12%	-3%	O=C(N1CCCC1)N1CCN(S(=O)(=O)c2ccccc2)CC1
26	-5%	11%[59 µM]	1	3%	-17%	39%[activator]	4%	1%	-5%	O=C(COc1ccc(F)cc1)N1c2ccccc2CCc2ccccc21
27	0%	9%[59 µM]	2	0%	-8%	11%	8%	-24%	-4%	Nc1nc(N)nc(-c2ccccc2)n1
28	-15%	?	-20	?	-18%	?	21%	40µM*	10µM*	O=C1C(NS(=O)(=O)c2cccs2)=C(N2CCN(c3cccc(C(F)(F)F)c3)CC2)C(=O)c2ccccc21
29	-7%	-15%[59 µM]	-12	-8%	?	22%	-5%	-23%	2%	O=C(Nc1cccc(S(=O)(=O)N2CCCCC2)c1)C1CC(=O)N(Cc2ccccc2)C1 (stereo not given)
30	3%	-6%[12.7 µM]	2	0%	-7%	29%	1%	-5%	-2%	Fc1ccccc1-c1nc2nc3ccccc3nc2n1CC1CCCO1 (stereo not given)
31	3%	0%	-1	-5%	7%	32%	26%	-14%	-2%	Cc1cccc(C2Nc3ccccc3C(=O)N2NC(=O)c2ccc([N+](=O)[O-])cc2)n1 (stereo not given)
32	i	.	-3	-9%	-20%	-8%	0%	?	?	O=[N+]([O-])c1cc(Cl)ccc1Sc1ccccn1
33	-10%	-30%	8	0%	-14%	32%	-4%	-5%	-15%	O=C(COC(=O)C1CC(=O)N(Cc2ccccc2)C1)Nc1ccc(Cl)cc1F (stereo not given)
34	-3%	?	1	0%	-11%	-4%	-11%	-33%	-15%	CCc1ccc(-n2cnc3cc(C(=O)NCc4ccc(C)cc4)ccc32)cc1
35	0%	29%[59 µM]	1	-6%	-10%	13%	-2%	-24%	1%	CC[C@@H](C)CN1C(=O)N[C@@H](CCc2ccccc2)C(C(C)=O)=C1C
36	0%	?	-7	3%	-14%	-11%	8%	?	?	CN1CCN(/N=C/c2ccc(Cl)c(Cl)c2)CC1
37	3%	35µM*	-3	23%	45µM*	?	-3%	56µM*	45µM*	CCOc1cc(/C=C2\CN(C)C/C(=C\c3ccc(O)c(OCC)c3)C2=O)ccc1O
38	3%	5%	-5	-2%	-10%	26%	-5%	-5%	-3%	O=C(Nc1ccc(N2CCOCC2)nc1)c1ccc(C(F)(F)F)cc1
39	5%	.	1	-10%	-2%	10%	-2%	?	.	C[C@@H]1COC(=O)[C@@H](NC(=O)OCC2c3ccccc3-c3ccccc32)C/C=C\C[C@@H](CC(=O)N(CCO)Cc2ccccc2)C(=O)N1
40	1%	44%[59 µM]	-10	-4%	-4%	65%[activator]	10%	4%	0%	Cc1ccc(C)c(NC(=O)c2cc3ccccc3o2)c1

3 structures already listed, arranged by heavy-atom count, largest number first:
entry	Tb PGK inh	G9a block	PI4K2A inh	Pin1 inh	Pol eta inh	HP1b chromo inh	GLS inh	JMJD2A Tudor	BAZ2B inh	Compound
28	-15%	?	-20	?	-18%	?	21%	40µM*	10µM*	O=C1C(NS(=O)(=O)c2cccs2)=C(N2CCN(c3cccc(C(F)(F)F)c3)CC2)C(=O)c2ccccc21
31	3%	0%	-1	-5%	7%	32%	26%	-14%	-2%	Cc1cccc(C2Nc3ccccc3C(=O)N2NC(=O)c2ccc([N+](=O)[O-])cc2)n1 (stereo not given)
10	6%	.	-2	0%	-13%	31%	1%	8%	4%	COc1cccc(S(=O)(=O)NCC(=O)N2CCCCCC2)c1

Other results follow.
entry	Tb PGK inh	G9a block	PI4K2A inh	Pin1 inh	Pol eta inh	HP1b chromo inh	GLS inh	JMJD2A Tudor	BAZ2B inh	Compound
41	-13%	.	0	-10%	4%	42%[activator]	-4%	-15%	3%	CC1CN(C(=S)Nc2ccc(Br)cc2)CC(C)O1 (stereo not given)
42	1%	.	2	0%	1%	1%	0%	-31%	-25%	COc1cc(OC)c(OC)cc1CN1CCCC(C(=O)c2sccc2C)C1 (stereo not given)
43	-3%	.	2	3%	-5%	16%	-7%	-22%	-9%	O=[N+]([O-])c1cc(-c2ccc(/C=N/n3cnnc3)o2)ccc1Cl
44	-4%	-2%	10	-2%	-13%	19%	3%	-7%	3%	Nc1nncn1C(=O)c1ccc(Cl)cc1Cl
45	.	-24%	-5	1%	-13%	62%[activator]	15%	4%	-6%	CC1=C(C(N)=O)C(c2ccc(Br)cc2)n2ncnc2N1 (stereo not given)
46	-1%	6.3µM*	3	0%	-8%	-12%	0%	?	?	COc1cccc2sc(N(CCCN(C)C)C(=O)C(c3ccccc3)c3ccccc3)nc12
47	-6%	?	-1	8%	1%	11%	8%	-16%	-5%	O=C(NCC1CCCN1S(=O)(=O)c1cccs1)c1c(F)cccc1F (stereo not given)
48	i	4%[59 µM]	1	1%	-12%	40%[activator]	-6%	-12%	-14%	O=C(Nc1nnc(Cc2ccc(Cl)cc2)s1)c1ccncc1
49	8%	-5%[0.501 µM]	2	0%	0%	23%	15%	-9%	-10%	O=C(CCNC(=O)C1CCN(S(=O)(=O)c2ccccc2)CC1)NCc1ccccn1
50	-9%	4%[59 µM]	-1	4%	-1%	17%	-9%	-10%	-3%	COc1ccc(-c2nnc(SCC(=O)Nc3ccc4c(c3)OCCO4)n2N)cc1OC
51	-2%	?	0	0%	-9%	35%[activator]	-5%	-7%	12%	COc1ccc(CCNC(=O)CN2CCN(Cc3ccc(F)cc3)C2=O)cc1OC

Assay outcomes (PubChem)
